Screening results (PubChem)
EPAC2 antagonist: antagonists of human EPAC2. Q8WZA2. EPAC2 GEF exchange of Rap1B-BODIPY-GDP, fluorescence. Potency, µM (highest dose often 114 µM), inactives show at the highest dose activity, negative = inhibition, most hits filed as inhibitors. 0.18% of 360,000 active; also: % is scaled to controls: 0 for no effect and ±100 for the full control effect; nearly all actives have a fitted effect of over 45% in size; many of its hits are not listed in these tables
Target sequence (Q8WZA2 whole entry, looked up): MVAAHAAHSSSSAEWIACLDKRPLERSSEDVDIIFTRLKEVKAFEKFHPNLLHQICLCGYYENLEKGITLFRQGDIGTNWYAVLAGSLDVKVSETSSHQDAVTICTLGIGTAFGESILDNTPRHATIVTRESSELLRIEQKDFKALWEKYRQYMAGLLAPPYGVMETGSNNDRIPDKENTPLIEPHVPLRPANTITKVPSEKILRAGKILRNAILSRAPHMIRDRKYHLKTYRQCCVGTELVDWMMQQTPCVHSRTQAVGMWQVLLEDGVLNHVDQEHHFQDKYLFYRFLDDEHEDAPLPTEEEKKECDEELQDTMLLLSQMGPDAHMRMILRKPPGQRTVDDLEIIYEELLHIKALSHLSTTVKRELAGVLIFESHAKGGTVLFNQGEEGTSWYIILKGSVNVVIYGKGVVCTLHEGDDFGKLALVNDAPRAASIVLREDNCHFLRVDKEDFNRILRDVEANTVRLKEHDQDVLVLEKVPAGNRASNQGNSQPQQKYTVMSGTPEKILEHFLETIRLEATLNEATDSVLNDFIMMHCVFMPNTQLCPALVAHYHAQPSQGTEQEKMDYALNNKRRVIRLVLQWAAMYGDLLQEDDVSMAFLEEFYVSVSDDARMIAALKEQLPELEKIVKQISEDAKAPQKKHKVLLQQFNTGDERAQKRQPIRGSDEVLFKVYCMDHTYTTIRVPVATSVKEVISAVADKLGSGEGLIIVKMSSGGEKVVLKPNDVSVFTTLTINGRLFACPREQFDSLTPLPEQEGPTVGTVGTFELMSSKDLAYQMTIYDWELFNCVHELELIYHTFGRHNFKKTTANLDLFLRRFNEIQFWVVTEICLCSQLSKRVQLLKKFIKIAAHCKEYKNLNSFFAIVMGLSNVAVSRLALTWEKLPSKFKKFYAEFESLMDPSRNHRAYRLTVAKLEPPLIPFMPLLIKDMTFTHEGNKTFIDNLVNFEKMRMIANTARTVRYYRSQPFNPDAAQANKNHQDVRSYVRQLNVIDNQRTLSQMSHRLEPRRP
Nrf2 activator: activators of Nrf2 (ARE) signaling | AREc32 ARE-luciferase reporter (MCF7-derived line), luminescence, 24 h | Potency, µM (series often up to 46.1 µM), for the others: at the highest dose activation, actives largely listed as activators | 0.31% of 410,000 active | AID 624171; also: % of control where 0% means no effect; nearly all actives have a fitted effect of over 65% in size
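ARE-driven firefly luciferase activity in AREc32 cells measured after a 24 hr compound exposure at 37 deg C, using Steady-Glo reagent and a 30 min room-temperature hold.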
MCF10A rerep: induces DNA re-replication in MCF 10a normal breast cells | Potency, µM (highest dose often 46.1 µM), for inactives: at the highest dose activity, positive = re-replication, hits mostly activators | MCF 10A DNA re-replication, Hoechst nuclear intensity, 48 h | AID 624296 | 2.9% of 350,000 active; also: % of control where 0% means no effect; nearly all actives have a fitted effect of over 50% in size
ATXN2 expr inh: reduces ATXN2 reporter expression in HEK-293 cells; HEK-293 ATXN2-luciferase reporter, luminescence, 24 h; Potency, µM (doses to about 57 µM), without a hit: top-dose activity change, negative = inhibition, most hits filed as inhibitors; 0.72% of 360,000 active; AID 1745845; also: % is scaled to controls: 0 for no effect and ±100 for the full control effect; nearly all actives have a fitted effect of over 55% in size
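ATXN2-luciferase reporter cells (luciferase flanked by upstream and downstream ATXN2 gene portions) were treated 24 h at 37 °C with compounds at up to 57 uM. SteadyGlo luminescence gave expression; GF-AFC fluorescence gave viability.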
Nrf2 block: blocks Nrf2 signaling. 2.1% of 360,000 active. Potency, µM (doses to about 46 µM), for the others: at the highest dose activity change, negative = inhibition, actives largely listed as inhibitors. A549 ARE-Fluc reporter, luciferase luminescence, 18-24 h; also: % is scaled to controls: 0 for no effect and ±100 for the full control effect; nearly all actives have a fitted effect of over 60% in size
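A549 ARE_Fluc cells, 5000/well, 5% FBS OPTI-MEM; compounds in dose-response, 18-24 h at 37 °C/5% CO2; CellTiter-Fluor viability read (Ex 405/Em 525), then BugLite luciferase luminescence = Nrf2 activity.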
S2 tox: reduces viability in counter-screen for ATXN expression inhibitors; S2 cells (HEK-293 line with an ATXN2-luciferase reporter) viability, CellTiter-Fluor protease fluorescence, 24 h; 0.49% of 400,000 active; Potency, µM (series often up to 56.7 µM), most hits filed as cytotoxic; also: nearly all actives have a fitted effect of over 40% in size
TGFb SMAD3 inh: blocks TGF-b signaling. HepG2 CAGA-GFP TGF-b/SMAD3 reporter, GFP fluorescence, 18 h; TGF-beta stimulated, 500 pg/mL final. Potency, µM (highest dose often 46.1 µM), without a hit: top-dose activity, negative = inhibition, most hits filed as inhibitors. 1.2% of 410,000 active. AID 588855; also: % is scaled to controls: 0 for no effect and ±100 for the full control effect; nearly all actives have a fitted effect of over 65% in size
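GFP signal (ex488/em500-530) from TGF-beta-stimulated HEPG2 CAGA-GFP cells, 500 pg/mL final, 18 h at 37 degrees C in DMEM plus 1% FBS, normalized to unstimulated and DMSO-stimulated controls.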
HepG2 tox: kills HepG2 cells in TGF-b inhibitor counter-screen. HepG2 CAGA-GFP viability, ATP luminescence, 18 h. AID 588856. 0.76% of 410,000 active. Potency, µM (doses to about 46.1 µM), inactives show top-dose activity change, negative = cytotoxicity, actives largely listed as cytotoxic; also: some results filed as inactive show a strong effect at the top dose
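CellTiter-Glo luminescence gave cytotoxicity after 18 hours at 37 degrees C. The cells were HepG2 CAGA-GFP in 1% FBS DMEM, stimulated with 500 pg/mL TGF-beta after compound addition. %Activity was normalised to no-cell wells (complete cell-killing) and DMSO (no toxicity), and curves were fitted and classified.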
A549 viability: counter-screen for Nrf2 inhibitors: cytotoxicity in A549 cells. AID 504648. 0.16% of 390,000 active. A549 ARE-Fluc cells, CellTiter-Fluor viability, 18-24 h. Potency, µM (doses to about 46 µM), for inactives: top-dose activity change, negative = cytotoxicity, hits mostly inhibitors; also: % is scaled to controls: 0 for no effect and ±100 for the full control effect
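A549 ARE-Fluc cells in 5% FBS OPTI-MEM, 5000 cells/well, rested 2 h then exposed to compounds in concentration-response for 18-24 h at 37 °C. Viability by CellTiter-Fluor fluorescence (Ex 405/Em 525) after 30 min; luciferase luminescence (BugLite, 15 min, RT) read afterwards.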
Numbers without * were called inactive; i = inactive; ? = inconclusive; nt = not tested or not shown; [ ] = dose if it differs, or a comment. Calls follow the shape of the dose curve; as a rule, active = well fitted curve in the direction sought with a large enough effect; inconclusive = small, poorly fitted or top-dose-only effect, or another doubt; inactive = no such curve, though single readings can be large; an effect the other way counts as inactive or inconclusive. Potency is read from the fitted curve at half-maximal effect. This is a subset. The share of hits here may be higher or lower than overall.

SMILES	EPAC2 antagonist	Nrf2 activator	MCF10A rerep	ATXN2 expr inh	Nrf2 block	S2 tox	TGFb SMAD3 inh	HepG2 tox	A549 viability
Cc1cc(NC(=O)CCC(=O)N(c2ccc(C)c(F)c2)C(C(=O)NC2CCCC2)c2ccco2)no1 (stereo not drawn)	-10%	-0.7%	19%	-4%	11%	i	-10%	4%	0%
COc1ccc(C(=O)Nc2nnc(SCC(=O)NCc3ccco3)s2)c(OC)c1	5%	-0.5%	-17%	?	?	i	-15%	-18%	3%
Cc1cc(C)n(C(=O)c2ccc(Cl)c(F)c2F)n1	-23%	0.0%	-1%	-15%	4%	i	-2%	-9%	1%
CCOc1ccc(S(=O)(=O)Nc2ccc3oc(C)c(C(=O)OCCOC)c3c2)cc1	nt	0.4%	nt	-32%	nt	?	?	-17%	-10%
Cn1cnnc1SCC(=O)Nc1ccc(N2CCCCC2)cc1	11%	3.4%	-4%	nt	15%	?	4%	3%	3%
CCCCCCNC(=O)CCCCCNS(=O)(=O)c1ccc(OC)cc1	-8%	-0.1%	?	-7%	-7%	i	-3%	-10%	2%
CCSc1nnc(NC(=O)c2csc3c2CCCC3)s1	10%	-0.2%	?	0%	nt	i	2%	-1%	-10%
CC(=O)c1c(C)[nH]c(C(=O)Nc2ccc3c(c2)OCCO3)c1C	2%	2.2%	5%	34%[activator]	?	i	7%	-1%	-2%
Cc1ccc(CNC(=O)CCCCCNC(=O)N2CCn3c2nc2ccccc23)cc1	0%	-0.1%	-3%	-1%	5%	i	-11%	-3%	0%
Nc1nc2ccccc2n1CCOc1ccccc1Cl	0%[57.1 µM]	7.2%	?	-25%	?	?	?	-77%	5%
O=C(CCN1C(=O)C2CCCCC2C1=O)Nc1nc(-c2ccc(F)c(F)c2)cs1 (stereo not drawn)	-4%	3.8%	?	-3%	-24%	i	-16%	-7%	-7%
COc1ccc(OC)c(NC(=O)c2nnn(Cc3ccccc3C)c2N)c1	-10%	0.0%	?	-12%	?	i	15%	9%	-21%
CC(=O)N(C)c1ccc(OCC(O)Cn2c3ccc(Cl)cc3c3cc(Cl)ccc32)cc1 (stereo not drawn)	-14%	-1.5%	?	?	21µM*	?	?	14µM*	?
NC(=O)NC(Cc1ccccc1)c1ccccc1 (stereo not drawn)	-7%	-0.5%	4%	-15%	-5%	i	-4%	1%	-5%
O=C(COc1ccccc1)N(Cc1cccnc1)c1nc2ccc(Cl)cc2s1	nt	-0.7%	nt	nt	nt	nt	-25%	-1%	-7%
COc1ccc(OC)c(NC(=O)N2CCc3ccccc3C2)c1	-8%	2.3%	7%	15%	6%	i	0%	14%	8%
CCCCN(C(=O)c1cc2ccccc2o1)c1c(N)n(CCCC)c(=O)[nH]c1=O	3%	-0.6%	2%	nt	15%	i	-2%	-15%	-4%
Cc1nc2cc(C(=O)O)ccc2n1-c1ccc(C(C)C)cc1	nt	4.6%	nt	19%	11%	i	-10%	-3%	-6%
CSc1nnc(-c2cccc(NC(=S)NN)c2)o1	5%	-0.2%	?	nt	?	?	?	-6%	0%
CN1CC(c2ccccc2)C(c2ccc(Cl)cc2)=N1 (stereo not drawn)	?	3.8%	0%	2%	1%	i	-7%	9%	6%
CCOC(=O)NCc1ccc(CNC(=O)OCC)cc1	4%	-1.0%	0%	-20%	-6%	i	3%	0%	-2%
CCN1C(=O)N(C(C)=O)C2C1N(C(C)=O)C(=O)N2C(C)=O (stereo not drawn)	3%	-0.5%	5%	-4%	-6%	?	2%	-3%	3%
COc1cccc(/C=N/n2c(C)nc3ccccc32)c1OC	-3%	4.6%	11%	12%	?	i	3%	-36%	nt
CC(C)COC(=O)N1CC(O)CC1C(=O)Nc1ccc2c(c1)OCO2 (stereo not drawn)	-1%	0.0%	1%	1%	-15%	i	-13%	3%	-16%
COc1ccccc1C(=O)Nc1onc(C)c1C#N	5%	-0.6%	3%	nt	5%	i	-10%	-6%	2%
Cc1ccccc1NS(=O)(=O)c1ccc(NS(=O)(=O)c2cccs2)cc1	2%	0.1%	-1%	-5%	6%	i	6%	-5%	-5%
Cc1nc(NC(=O)c2cc3ccccc3o2)ccc1Br	-11%	4.3%	0%	33%[activator]	?	i	-21%	-13%	11%
COC(=O)CCc1cccc(CCC(=O)OC)c1	10%	-0.7%	-1%	7%	6%	i	-22%	-4%	-7%
CCCCN(C(=O)CSCC(=O)Nc1ccc(OC)cc1)c1c(N)n(Cc2ccccc2)c(=O)[nH]c1=O	0%	-0.4%	-1%	-3%	9%	i	3%	-15%	0%
COc1cc2c(cc1OC)n(CC(=O)c1cc(C)ccc1C)c(=O)n1nc(CCn3nc(C)cc3C)nc21	nt	-0.8%	nt	nt	nt	nt	-2%	1%	2%
Cc1cc(C)cc(N(CC(=O)NC2CCCCC2)C(=O)c2ccc(C)s2)c1	-7%	-0.9%	4%	3%	?	i	-17%	0%	-24%
CCCc1c(C)c2ccc(OCC(C)=O)cc2oc1=O	6%	3.0%	1%	37%	?	i	0%	2%	13%
Cc1[nH]n(-c2ccccc2)c(=O)c1N=Nc1cccc(Cl)c1	4%	6.3%	0%	nt	?	i	4%	0%	-6%
Cc1cc(NC(=O)C(C)SCC(=O)Nc2ccccc2N2CCCC2)no1 (stereo not drawn)	-9%	-0.3%	1%	5%	6%	i	17%	2%	-2%
O=C(NCCCN1CCOCC1)c1ccc(-c2ccc(Cl)cc2)o1	7%	3.6%	20%	nt	18%	?	-19%	-3%	-6%
O=C(NCc1ccco1)C(Cc1ccccc1)N1C(=O)c2ccccc2C1=O (stereo not drawn)	4%	?	5%	13%	?	i	13%	-1%	-1%
CCCCCc1nnc(NC(=O)CS(=O)(=O)Cc2ccccc2)s1	7%	-0.1%	-2%	1%	6%	i	1%	-2%	-5%
c1ccc(-c2nnc3sc(CN4CCC5(CC4)OCCO5)cn23)cc1	9%	-0.1%	-3%	9%	19%	i	-23%	-9%	7%
Cc1ccc(Cn2nc(-c3ccccc3)nc2-c2ccccc2)cc1	-20%	5.2%	?	62%[activator]	?	i	-13%	-18%	-3%
COc1ccc(-c2cc(OC(=O)c3ccc(Cl)cc3)c3c(C)oc(C)c3c(=O)c2)cc1	nt	13%	nt	nt	3%	nt	0%	-32%	-12%
CCn1c(OC)nc2c1c(=O)n(C)c(=O)n2C	4%	-0.5%	0%	-13%	0%	i	10%	-3%	-6%
Nc1nonc1NN=C1CCCCC1	-1%	2.3%	3%	nt	1%	i	-17%	-23%	1%
COc1ccc(C(=O)C2CCCN(C(=O)c3noc4c3CCCC4)C2)cc1F (stereo not drawn)	-6%	2.9%	-26%	-8%[2.22 µM]	-10%	i	0%	-5%	-3%
O=C(NC(=S)N1CCCC1)c1ccccc1	-1%	-0.6%	?	-3%	-5%	i	13%	6%	-1%
Clc1ccccc1-c1nnc(-c2ccccc2Cl)o1	-4%	?	-5%	127%[activator]	?	i	-22%	-17%	-10%
CCN(CC)C(=O)c1ccc(COc2ccccc2Cl)cc1	-5%	2.3%	14%	14%	-7%	i	9%	-18%	0%
CCOC(=O)C1=CN(Cc2cccc(F)c2)S(=O)(=O)N(CC)C1c1ccc(Br)cc1F (stereo not drawn)	1%	5.2%	-36%[inhibitor]	-13%	-24%	i	-22%	-46%	2%
O=C(NS(=O)(=O)c1ccccc1)c1cccc(Br)c1	-4%	0.0%	0%	2%	0%	i	-9%	5%	0%
CCOc1ccc(NC(=O)N2CCC(N3CCCCC3)CC2)cc1	nt	-0.3%	nt	6%	9%	i	-7%	2%	8%
CN(C)S(=O)(=O)c1ccc(Cl)c(C(=O)NC2=NCCS2)c1	2%	-0.8%	1%	5%	-16%	i	0%	18%	8%
CCOC(=O)c1c(NC(=O)CCN2CCOCC2)sc(C)c1-c1ccccc1	-24%	3.3%	?	-22%	-6%	i	-22%	-11%	-1%
CCC(C)NC(=O)C1CCN(S(=O)(=O)c2ccc3c(c2)CC(C)N3C(C)=O)CC1 (stereo not drawn)	4%	0.1%	-2%	-10%	3%	i	-2%	-2%	0%
C/C(=N\Nc1ccccc1)c1cccs1	1%	0.6%	5%	12%	?	i	-3%	2%	7%
Nc1ccc(CNC(=O)OCC2c3ccccc3-c3ccccc32)cc1	-1%	3.0%	?	12%	11%	i	4%	-7%	-1%
O=C(C=C1CCN(c2ncc(C(F)(F)F)cc2Cl)CC1)NNC(=O)Nc1ccc(Cl)cc1	5%	-1.0%	-77%[0.0737 µM]	9%	-1%	i	7%	6%	2%
COCCn1c(=O)[nH]c2cc(C(=O)NCCc3ccc(S(N)(=O)=O)cc3)ccc2c1=O	5%	0.3%	-1%	15%	-2%	i	1%	1%	1%
CSc1nc(=S)c2[nH]c(=S)[nH]c2[nH]1	-12%	-0.6%	-3%	-7%	-2%	i	1%	5%	-7%
Cc1cnc(NC(=O)c2ccc3c(c2)C(=O)N(Cc2cccnc2)C3=O)s1	9%	-0.8%	0%	10%	21%	i	4%	-8%	-2%
COc1ccc2oc(C(=O)OCC(=O)Nc3ccc(OC)c(S(N)(=O)=O)c3)c(C)c2c1	0%	-0.1%	0%	-8%	3%	i	-8%	-5%	9%
O=C(CN1CCN(CC(=O)Nc2cccc(F)c2)CC1)Nc1ccc(-c2ccccc2)cc1	-6%	3.9%	-34%	7%	?	i	-12%	1%	0%

Given field by field: part of the list above
Cc1cnc(NC(=O)c2ccc3c(c2)C(=O)N(Cc2cccnc2)C3=O)s1
  EPAC2 antagonist: 9%	Nrf2 activator: -0.8%	MCF10A rerep: 0%	ATXN2 expr inh: 10%	Nrf2 block: 21%	S2 tox: i	TGFb SMAD3 inh: 4%	HepG2 tox: -8%	A549 viability: -2%
O=C(C=C1CCN(c2ncc(C(F)(F)F)cc2Cl)CC1)NNC(=O)Nc1ccc(Cl)cc1
  EPAC2 antagonist: 5%	Nrf2 activator: -1.0%	MCF10A rerep: -77%[0.0737 µM]	ATXN2 expr inh: 9%	Nrf2 block: -1%	S2 tox: i	TGFb SMAD3 inh: 7%	HepG2 tox: 6%	A549 viability: 2%
CCOC(=O)C1=CN(Cc2cccc(F)c2)S(=O)(=O)N(CC)C1c1ccc(Br)cc1F (stereo not drawn)
  EPAC2 antagonist: 1%	Nrf2 activator: 5.2%	MCF10A rerep: -36%[inhibitor]	ATXN2 expr inh: -13%	Nrf2 block: -24%	S2 tox: i	TGFb SMAD3 inh: -22%	HepG2 tox: -46%	A549 viability: 2%
